mIAP inh: blocks mouse intestinal alkaline phosphatase; purified mouse IAP, CDP-Star luminescence, 30 min; inhibition, % at 10 µM; actives 0.2% (n = 330,000); AID 2806;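 active = inhibition of at least 40% at 10 µM in the primary screen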;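 note: plate controls were DMSO with enzyme for no effect and no enzyme wells for full effect; values of inactives mirror those of a sister screen read the other way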
NALP3 yeast inh: blocks the NALP3 inflammasome reconstituted in yeast; inhibition, % at 10 µM; Yeast reconstituted NLRP3/ASC/caspase-1, beta-gal luminescence, 24 h; actives 0.39% (n = 330,000);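 active = inhibition of 50% or more; inactive = inhibition below 50%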;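 note: plate controls were induced DMSO wells for no effect and uninduced yeast grown without galactose for full effect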
beta cell repl: induces beta-cell replication in MIN6 cells | proliferation, % at 10 µM | actives 0.29% (n = 330,000) | MIN6 cells proliferation, ATPlite luminescence, 48 h; cells starved in 0.2% serum; 100% = growth in 10% serum;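 active = compounds whose signal lies at least 3.5 SD above the mean of all wells on their plate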;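 note: 0% = DMSO-treated cells in low-serum medium and 100% = 10% serum control; some compounds called inactive have numbers as strong as hits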
SENP1 inh: inhibitors of human SENP1 SUMO protease catalytic domain. actives 0.21% (n = 360,000). inhibition, % at 10 µM. Q9P0U3. recombinant SENP1 catalytic domain, CyPet-SUMO1-YPet FRET cleavage;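 active = inhibition at least 30% at 10 µM, raw YFP signal under a set limit, fluorescence ratio 0.5 to 1.5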;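 note: 0% = enzyme with DMSO and 100% = no enzyme wells; some results filed as inactive read as strong as hits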
Target sequence (Q9P0U3 419-644 limits assumed): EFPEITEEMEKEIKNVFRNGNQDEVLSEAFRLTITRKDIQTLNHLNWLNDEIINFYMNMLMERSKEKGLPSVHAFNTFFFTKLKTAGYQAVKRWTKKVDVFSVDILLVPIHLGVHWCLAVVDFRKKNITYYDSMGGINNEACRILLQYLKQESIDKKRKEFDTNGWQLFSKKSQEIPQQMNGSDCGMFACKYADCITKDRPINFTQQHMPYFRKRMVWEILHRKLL
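Test system: hSENP1 catalytic domain, recombinant; Amount: 20 pM final SENP1 enzyme; Medium: Tris pH 8 buffer plus EDTA, NaCl, BME, BSA, NP40, catalase; Schedule: 50 min enzyme reaction, room temperature, light-protected; Technique: FRET fluorescence in CFP and YFP emission channels; Controls: no-enzyme wells low, DMSO-plus-enzyme wells high control.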
APOBEC3G inh: blocks human APOBEC3G single-stranded DNA deamination. recombinant A3G, ssDNA deamination FAM/TAMRA fluorescence. AID 493012. actives 0.28% (n = 330,000). inhibition, % at 20 µM;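 active = inhibition of at least 40% at 20 µM, with no more than 30% in the related APOBEC3A deaminase screen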;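 note: plate controls were DMSO wells with A3G for no effect and wells lacking A3G enzyme for full effect; some compounds called inactive have numbers as strong as hits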
hIAP inh: blocks human intestinal alkaline phosphatase; P09923; purified IAP, CDP-Star luminescence, 30 min; inhibition, % at 10 µM; actives 0.12% (n = 330,000); AID 2544;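 active = inhibition reaching a set limit with compound at 10 µM in the primary screen, cut at about 35% in these data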;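 note: plate controls were DMSO wells with enzyme for no effect and no-enzyme buffer wells for full effect; values of inactives mirror those of a sister screen read the other way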
Target sequence (P09923 whole entry, looked up): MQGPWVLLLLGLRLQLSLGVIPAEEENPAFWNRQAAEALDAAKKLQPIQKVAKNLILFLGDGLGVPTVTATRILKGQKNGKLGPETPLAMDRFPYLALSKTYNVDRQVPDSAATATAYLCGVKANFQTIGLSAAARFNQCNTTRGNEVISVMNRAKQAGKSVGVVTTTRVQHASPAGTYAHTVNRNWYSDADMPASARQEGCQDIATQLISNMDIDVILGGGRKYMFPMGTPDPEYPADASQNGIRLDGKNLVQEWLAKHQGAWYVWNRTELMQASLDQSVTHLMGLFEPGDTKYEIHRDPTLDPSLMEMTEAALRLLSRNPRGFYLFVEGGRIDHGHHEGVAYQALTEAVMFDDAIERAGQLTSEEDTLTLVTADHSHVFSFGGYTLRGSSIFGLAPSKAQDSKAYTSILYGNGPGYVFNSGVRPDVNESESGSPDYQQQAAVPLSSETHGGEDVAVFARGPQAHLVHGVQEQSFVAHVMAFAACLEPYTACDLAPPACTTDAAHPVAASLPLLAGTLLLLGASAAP
hIAP act: human IAP activation; P09923; purified human IAP, CDP-Star luminescence, 30 min; active compounds read high; 1 = vehicle-only enzyme, 0 = enzyme-free background; activation factor at 10 µM; actives 0.16% (n = 330,000); AID 2524;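 active = activation factor of the enzyme at least 2-fold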; note: the source names both 10 and 20 µM as test concentration; values of inactives mirror those of a sister screen read the other way
mIAP act: mouse IAP activation; activation factor at 10 µM; actives 0.24% (n = 330,000); muIAP, CDP-Star luminescence, 30 min; active compounds read high; 1 = vehicle-only enzyme signal, 0 = enzyme-free wells; AID 2805;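 active = activation factor of at least 2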; note: the source names both 10 and 20 µM as test concentration; values of inactives mirror those of a sister screen read the other way
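also added = chemiluminescent substrate CDP-Star | test system = mouse IAP enzyme | signal = chemiluminescence readout | compound = DMSO-dissolved test compounds | incubation = 30 min at room temperature | benchmarks = DMSO wells, no-enzyme wells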
APOBEC3A inh: human APOBEC3A DNA deaminase inhibition | P31941 | recombinant A3A, FAM/TAMRA ssDNA deamination fluorescence | inhibition, % at 20 µM | actives 0.41% (n = 330,000) | AID 493011;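 active = at least 40% inhibition at 20 µM here, with at most 30% in a related deaminase screen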;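 note: plate controls were A3A with DMSO for no effect and wells lacking A3A enzyme for full effect; some results filed as inactive read as strong as hits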
Target sequence (P31941 whole entry, looked up): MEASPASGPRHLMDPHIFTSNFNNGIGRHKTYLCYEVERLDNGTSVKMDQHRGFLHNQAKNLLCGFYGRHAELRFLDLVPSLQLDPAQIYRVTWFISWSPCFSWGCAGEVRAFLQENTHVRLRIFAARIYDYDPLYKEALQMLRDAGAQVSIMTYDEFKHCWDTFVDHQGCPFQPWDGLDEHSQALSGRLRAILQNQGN
The depositor's hits bear a star. An excerpt. The share of hits here may be higher or lower than overall.

SMILES	mIAP inh	NALP3 yeast inh	beta cell repl	SENP1 inh	APOBEC3G inh	hIAP inh	hIAP act	mIAP act	APOBEC3A inh
O=C(Nc1ccc(Br)cc1)NC1CCCCCCC1	-399	17	-7	1	-7	-6	1.1	5*	1
CC(=O)Nc1ccc(NC(=O)COC(=O)COc2ccc3ccccc3c2)cc1	-6	9	-3	1	-7	4	0.95	1.1	0
Cc1ccc2[nH]c3c(c2c1)CC/C(=C/c1ccccc1)C3=O	5	32	-3	-3	-2	-5	1	0.95	2
CN(Cc1ccccc1)C(=O)COC(=O)c1cc(-c2ccc(Cl)s2)nc2ccccc12	5	16	-2	-31	-4	1	0.99	0.95	-3
COC(=O)CC1C(=O)NCCN1C(=O)c1cc([N+](=O)[O-])ccc1Cl (stereo not given)	2	7	-4	0	-5	15	0.85	0.98	-1
O=C(NCCc1ccccc1)/C(=C\c1ccc([N+](=O)[O-])cc1)NC(=O)c1ccco1	-2	7	-1	12	2	-10	1.1	1	-5
O=C(CSc1nnc(-c2ccccn2)o1)Nc1cccc(Cl)c1	-1	20	-4	0	-8	-15	1.2	1	-3
O=C1OCCN/C1=C\C(=O)c1ccc(Cl)cc1	-1	7	-1	-14	-2	1	0.99	1	-1
COc1ccccc1C(CNC(=O)c1ccc(OCc2c(C)noc2C)cc1)N1CCCC1 (stereo not given)	-11	17	-2	-2	-5	17	0.83	1.1	0
Cc1cc(C)c(NC(=S)NCC2CCN(C(C)c3ccccc3)C2)c(C)c1 (stereo not given)	-7	11	-5	1	19	-17	1.2	1.1	-9
CC(=O)N1CCc2c(sc(NC(=O)CCS(=O)(=O)c3ccc(C)cc3)c2C(N)=O)C1	12	18	-4	-178	-13	3	0.97	0.88	-6
COc1ccccc1N1CCN(C(=O)CCC(=O)N2CCN(c3ccc(F)cc3)CC2)CC1	-11	18	1	1	-2	12	0.88	1.1	-7
O=C(COC(=O)Cc1ccc(S(=O)(=O)N2CCOCC2)s1)Nc1ccc([N+](=O)[O-])cc1	17	-6	-3	2	-3	-9	1.1	0.83	12
COc1cc(C)ccc1OCc1cc(C(=O)N2C[C@H]3CC[C@H]2C3)no1	0	23	1	0	-7	18	0.82	1	-3
Cn1cc(CN2CCN(Cc3ccc4c(c3)OCO4)CC2)c(-c2ccccc2F)n1	-5	14	0	-1	-10	-2	1	1	-3
CCOc1c(O)ccc(C2NC(=O)NC(C)=C2C(=O)OC)c1[N+](=O)[O-] (stereo not given)	15	13	-3	1	3	3	0.97	0.85	10
CCn1ccnc1CNC(=O)c1cc(COc2ccc(F)cc2F)on1	-6	-3	0	-3	-13	3	0.97	1.1	1
COC(=O)c1sc(NC(=S)NC(=O)c2cccc(C)c2)nc1C	17	12	-1	-2	-4	1	0.99	0.83	-3
Cc1ccc(C(=O)COC(=O)CNC(=O)c2cccs2)cc1C	-2	8	-4	1	3	-24	1.2	1	-2
CCn1c(SCC(=O)NNC(=O)c2ccc(OC)cc2)nnc1C1CC1	1	-1	0	-1	-6	-8	1.1	0.99	-2
COc1ccc(Cl)cc1NC(=O)CN(C)C(C)C(=O)NCC1CCCCC1 (stereo not given)	-4	-7	-2	1	-2	6	0.94	1	-1
Cc1ccc(-n2c(SCC(=O)NNC(=S)Nc3ccccc3)nc3ccccc3c2=O)cc1	4	3	-2	1	2	-9	1.1	0.95	0
CCOc1ccccc1NC(=O)CN1CCN(C(=O)C2CCCO2)CC1 (stereo not given)	-1	8	6	0	-1	5	0.95	1	3
Cc1ccc(Cl)cc1N1CCN(C(=O)CSc2ccsc2[N+](=O)[O-])CC1	15	40	0	-38	-8	16	0.84	0.85	5
NC(=O)c1cc([N+](=O)[O-])ccc1NCc1cccc([N+](=O)[O-])c1	9	16	1	-1	-9	14	0.86	0.91	-3

13 structures from above, arranged by formula weight, rising.
SMILES	mIAP inh	NALP3 yeast inh	beta cell repl	SENP1 inh	APOBEC3G inh	hIAP inh	hIAP act	mIAP act	APOBEC3A inh
Cc1ccc2[nH]c3c(c2c1)CC/C(=C/c1ccccc1)C3=O	5	32	-3	-3	-2	-5	1	0.95	2
COC(=O)c1sc(NC(=S)NC(=O)c2cccc(C)c2)nc1C	17	12	-1	-2	-4	1	0.99	0.83	-3
CCOc1c(O)ccc(C2NC(=O)NC(C)=C2C(=O)OC)c1[N+](=O)[O-] (stereo not given)	15	13	-3	1	3	3	0.97	0.85	10
COC(=O)CC1C(=O)NCCN1C(=O)c1cc([N+](=O)[O-])ccc1Cl (stereo not given)	2	7	-4	0	-5	15	0.85	0.98	-1
CCOc1ccccc1NC(=O)CN1CCN(C(=O)C2CCCO2)CC1 (stereo not given)	-1	8	6	0	-1	5	0.95	1	3
CCn1ccnc1CNC(=O)c1cc(COc2ccc(F)cc2F)on1	-6	-3	0	-3	-13	3	0.97	1.1	1
CCn1c(SCC(=O)NNC(=O)c2ccc(OC)cc2)nnc1C1CC1	1	-1	0	-1	-6	-8	1.1	0.99	-2
Cc1cc(C)c(NC(=S)NCC2CCN(C(C)c3ccccc3)C2)c(C)c1 (stereo not given)	-7	11	-5	1	19	-17	1.2	1.1	-9
CC(=O)Nc1ccc(NC(=O)COC(=O)COc2ccc3ccccc3c2)cc1	-6	9	-3	1	-7	4	0.95	1.1	0
O=C(NCCc1ccccc1)/C(=C\c1ccc([N+](=O)[O-])cc1)NC(=O)c1ccco1	-2	7	-1	12	2	-10	1.1	1	-5
Cn1cc(CN2CCN(Cc3ccc4c(c3)OCO4)CC2)c(-c2ccccc2F)n1	-5	14	0	-1	-10	-2	1	1	-3
CC(=O)N1CCc2c(sc(NC(=O)CCS(=O)(=O)c3ccc(C)cc3)c2C(N)=O)C1	12	18	-4	-178	-13	3	0.97	0.88	-6
CN(Cc1ccccc1)C(=O)COC(=O)c1cc(-c2ccc(Cl)s2)nc2ccccc12	5	16	-2	-31	-4	1	0.99	0.95	-3

(cont.)
SMILES	mIAP inh	NALP3 yeast inh	beta cell repl	SENP1 inh	APOBEC3G inh	hIAP inh	hIAP act	mIAP act	APOBEC3A inh
C/C(=N\NC(=O)C(N)=O)c1ccc(O)cc1O	9	-8	-3	-32	-9	-28	1.3	0.91	4
CN(C)CCN1C(=O)c2oc3ccc(Cl)cc3c(=O)c2C1c1cccc(Br)c1 (stereo not given)	6	14	-5	0	-3	-1	1	0.94	-4
Cc1nc(CN2CCCCC2)cc(=O)[nH]1	-2	4	-1	0	-4	-1	1	1	0
COc1cc(C)ccc1OCCOc1c(C)cccc1Cl	12	20	-3	0	-7	9	0.91	0.88	-4
COc1ccc(S(=O)(=O)N2CCCCC2)cc1NC(=O)C1COc2ccccc2O1 (stereo not given)	-2	10	-4	-1	0	17	0.83	1	-4
COc1ccccc1CNC(=O)C(=O)NCC1OCCN1C(=O)c1cccs1 (stereo not given)	2	12	0	1	-3	11	0.89	0.98	-1
CC(=O)NCC(=O)OCC(=O)Nc1ccc(C(C)=O)cc1	-1	14	1	1	1	8	0.93	1	1
Cc1cc(C(=O)OCC(=O)c2cccc([N+](=O)[O-])c2)c2cccc(C)c2n1	1	28	0	5	-10	-7	1.1	0.99	-7
CC1=C(c2ccccc2)CCC1=O	-5	23	4	0	-6	-4	1	1	1
CC12CC3(C)CC(C)(C1)CC(C(=O)NC(=S)NC(C)(C)C)(C2)C3	4	18	-6	1	-2	28	0.71	0.95	-2
O=C(O)CCCn1nc(-c2ccccc2)c2ccccc21	11	14	-2	0	-9	5	0.95	0.89	0
COC(=O)c1ccccc1NC(=O)CSc1nc(O)c(-c2ccccc2)c(=O)[nH]1	16	17	1	-2	-5	10	0.9	0.84	7
O=C(Nc1ccc2[nH]c(=O)[nH]c2c1)c1ccc(Cl)c(Cl)c1	-1	5	-4	-2	-8	-5	1	1	-1
COc1ccccc1NS(=O)(=O)c1ccc(C(=O)NCC(c2cccs2)N2CCOCC2)cc1 (stereo not given)	6	11	0	5	-4	6	0.94	0.94	-1
CC(C)NC(=O)NC(=O)COC(=O)c1ccc(S(=O)(=O)NCc2ccco2)cc1	2	1	2	1	-2	-7	1.1	0.98	5
CS(=O)(=O)C1=NSC2=NC(=O)/C(=C\c3ccc(OC(=O)c4ccco4)c(Br)c3)C(=N)N21	7	-15	1	-30	-5	-16	1.2	0.93	-3
Cc1ccc(C(=O)N/N=C\c2sccc2C)cn1	-2	11	-3	0	-2	-8	1.1	1	7
Fc1ccc2[nH]c3c(c2c1)CN(C(=S)NCc1ccccc1)CC3	-31	21	-3	-38	-8	-19	1.2	1.3	-3
CC(C)C(O)(C#CCN1CCCC1)c1ccccc1 (stereo not given)	-5	10	0	-1	-8	-32	1.3	1	-4
O=C(Nc1ccccc1OC(F)F)c1oc2ccccc2c1COc1ccccc1	-12	-9	-1	0	-10	9	0.91	1.1	-5
COc1cccc(-n2c(SCC(=O)Nc3cc(C)on3)nc3c([nH]c4ccccc43)c2=O)c1	-5	11	1	1	-7	0	1	1	1
Oc1c(CN2CCCC2)cc(COCc2ccccc2)c2cccnc12	-3	31	-6	-8	-4	-52	1.5	1	-1
CC(C)CCNC(=O)/C=C/c1ccc(Br)cc1	4	41	0	4	-6	16	0.84	0.96	-2
C[N+]1(CC(=O)Nc2ccc(F)cc2)CCN(C(=O)c2ccco2)CC1	1	5	0	4	3	-2	1	0.99	29
O=C(CCC(=O)Nc1ccccc1)NNS(=O)(=O)c1ccc(Cl)cc1	25	7	-5	3	-7	-8	1.1	0.75	-1
Further entries.
SMILES	mIAP inh	NALP3 yeast inh	beta cell repl	SENP1 inh	APOBEC3G inh	hIAP inh	hIAP act	mIAP act	APOBEC3A inh
CCC(NS(=O)(=O)c1ccc(C)cc1)C(=O)N1CCC2(O)CCCCC2C1 (stereo not given)	2	15	-2	3	-7	-31	1.3	0.98	-4
COc1cc(C(=O)NCC2CCCCC2)ccc1OCc1c(C)noc1C	-2	-6	-4	0	-4	7	0.93	1	-1
N#Cc1c(NC(=O)CSc2nc(-c3ccccc3)cc(C(F)(F)F)n2)sc2c1CCC2	12	13	-1	-1	-2	10	0.9	0.88	-1
O=C(Nc1ccc(SC(F)F)cc1)C1CC(=O)N(Cc2ccccc2)C1 (stereo not given)	-2	15	-3	-2	-3	-43	1.4	1	8
CCCCC(CC)C(=O)Oc1ccc(O)c(C(C)(C)C)c1 (stereo not given)	-13	-9	-6	2	1	4	0.96	1.1	1
COc1cccc(N2CCN(C(=O)c3ccc(CS(=O)c4ccccc4C)o3)CC2)c1 (stereo not given)	5	9	-4	2	0	-26	1.3	0.95	-6
COC(=O)c1sc(S(=O)(=O)Nc2ccc(C)cc2)c(C(=O)OC)c1C	0	14	-1	2	4	-6	1.1	1	2
COCC(C)n1c(C)cc(C(=O)CSc2nc3ccccc3c(=O)[nH]2)c1C (stereo not given)	-4	14	-4	-11	-4	-22	1.2	1	-4
O=C(c1ccco1)n1nc(NCc2ccccc2)nc1NCc1ccccc1	5	17	-3	2	-12	-6	1.1	0.95	-3
COc1ccccc1OCC(=O)NNC(=O)C(=O)N1CCCC1	23	12	0	1	-6	-2	1	0.77	0

Assay outcomes from PubChem BioAssay.
